TbREL1 inh = TbREL1 inhibition, primary screen; P86926; 0.49% of 89,000 active; inhibition, % at 9.66 µM; TbREL1 RNA ligation, FRET fluorescence;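 active means inhibition above the mean inhibition across all screened compounds plus 3 SD, cut at about 11% in these data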;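 further: 0% = plate median of test wells and 100% = NSC42067 control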
Target sequence (P86926 whole entry, looked up): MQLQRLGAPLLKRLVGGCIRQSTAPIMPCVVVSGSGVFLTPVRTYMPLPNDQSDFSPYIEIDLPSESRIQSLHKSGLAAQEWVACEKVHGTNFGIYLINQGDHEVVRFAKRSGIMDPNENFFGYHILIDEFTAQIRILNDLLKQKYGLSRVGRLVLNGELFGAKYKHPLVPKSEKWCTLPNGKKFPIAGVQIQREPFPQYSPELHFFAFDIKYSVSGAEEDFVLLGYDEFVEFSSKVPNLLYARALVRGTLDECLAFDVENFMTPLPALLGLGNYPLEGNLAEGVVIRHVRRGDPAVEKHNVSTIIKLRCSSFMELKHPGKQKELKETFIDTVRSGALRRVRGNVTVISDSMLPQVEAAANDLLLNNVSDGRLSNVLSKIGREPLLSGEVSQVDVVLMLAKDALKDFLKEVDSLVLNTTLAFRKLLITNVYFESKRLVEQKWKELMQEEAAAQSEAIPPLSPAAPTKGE
* hit, by the source's call.

Structure	TbREL1 inh
Cc1ccc(S(=O)(=O)N2CCN(C(=O)C(Cc3ccccc3)NC(=O)c3ccccc3)CC2)cc1 (stereo unspecified)	4
CCc1ccccc1NC(=O)CNC(=O)CNC(=O)C1CCCCC1	0
CCN(Cc1ccccc1)S(=O)(=O)c1cc2[nH]c(=O)c(=O)[nH]c2cc1C	4
Cc1ccc(NS(=O)(=O)c2ccc(C(C)C)cc2)cc1S(=O)(=O)N1CCOCC1	-1
CC(=O)c1cccc(NC(=S)Nc2ccn(Cc3cccc4ccccc34)n2)c1	-5
C[C@H](NC(=O)c1ccco1)C(=O)N1CCN(c2ccc(C(F)(F)F)cn2)CC1	-1
CN(CC(=O)Nc1ccc(Cl)c(S(=O)(=O)N(C)C)c1)Cc1ccccc1	1
O=C(Cc1ccc(F)cc1)Nc1cccc(-c2ccc3nncn3n2)c1	5
O=C(CSc1ncn[nH]1)Nc1ccc(Br)cc1F	1
COc1ccc(N2CCN(C(=O)Nc3ccccc3Cl)CC2)cc1	-7
Nc1ccc(-n2nncc2-c2ccco2)cc1	1
Clc1cnc(N/N=C/c2ccncc2)c(Cl)c1	1
CCOC(=O)c1csc(NC(=O)C(C)(C)C)n1	0
O=C(COC(=O)CCNS(=O)(=O)c1ccccc1F)Nc1nnc(-c2ccccc2)o1	5
CCn1c(/C=C/c2ccccc2C)nc2ccccc2c1=O	1
COc1cccc2oc(-c3ccco3)cc(=O)c12	1
COc1cc(NC(=O)c2ccccc2)c(C)cc1NC(=O)CSc1nnc(-c2cnccn2)n1-c1ccc(C)cc1	-2
O=S(=O)(Nc1ccc2c(c1)nc1n2CCOC1)c1ccccc1	8
O=C(CCCN1C(=O)c2ccccc2C1=O)Nc1nccs1	1
Cc1cccc(C)c1NC(=O)COc1ccc2c(C)c(Cc3ccccc3)c(=O)oc2c1	-3
CC(=O)C[C@H]1c2cc(C(F)(F)F)ccc2S(=O)(=O)N1c1ccccc1	0
CCOc1ccc(S(=O)(=O)N/N=C(\C)c2ccc3c(c2)OCO3)cc1	-2
CC(NC(=O)Cn1cc(C(=O)C2CC2)c2ccccc21)c1ccccc1 (stereo unspecified)	-2
Clc1cccc(-c2nc3nc4ccccc4nc3n2Cc2ccccc2)c1	5
COc1ccc(NC(=O)c2ccc(NC(=O)CN3CCN(c4ccc(O)cc4)CC3)cc2)cc1	-9
CC(C)(C)c1ccc(S(=O)(=O)N2CCC(O)(c3ccc(Cl)cc3)CC2)cc1	-2
CCOC(=O)N1CCN(C(=O)c2ccc(N(Cc3ccccc3)S(C)(=O)=O)cc2)CC1	-5
CNc1c(N)n(Cc2ccccc2)c(=O)[nH]c1=O	1
CC(C)NC(=O)NC(=O)CSc1ncc(C(F)(F)F)cc1Cl	-1
CCN(C(=O)CSc1nnnn1-c1ccccc1OC)C1CCS(=O)(=O)C1 (stereo unspecified)	1
C=CCSc1nnc(-c2cc(Br)ccc2N)c(=O)[nH]1	6
CCOC(=O)C1(C)CCN1C(=O)c1ccc(OC)c(OC)c1 (stereo unspecified)	3
N#Cc1ccc(Oc2cc(C(F)(F)F)nc(-c3ccccn3)n2)cc1	0
CCC(C)(O)c1[nH]c2ccc(C(F)(F)F)cc2c1C (stereo unspecified)	-2
CCN(CC)S(=O)(=O)c1ccc(C)c(NC(=O)CN2C(=O)NC3(CCCC3)C2=O)c1	0
N/C(CS(=O)(=O)c1ccccc1)=N\OC(=O)c1ccc(F)cc1	1
Cc1c(NS(=O)(=O)c2ccc(C(=O)N(C)Cc3cccc(Cl)c3Cl)cc2)c(=O)n(-c2ccccc2)n1C	-1
CC(=O)N1CCc2c(sc(NC(=O)CCS(=O)(=O)c3ccc(C)cc3)c2C#N)C1	-4
CCOC(=O)C1C(=O)CC(C)(O)C(C(=O)OCC)C1c1ccc(F)cc1 (stereo unspecified)	-3
Cn1c(CNC(=O)c2ccccc2F)nnc1SCC(=O)c1ccccc1	4
CCS(=O)c1ccccc1C(=O)OC(C)C(=O)Nc1ccc(S(=O)(=O)N2CCCC2)cc1 (stereo unspecified)	1
CCOC(=O)N1CCN(C(=O)CN(c2ccc(OC)cc2)S(C)(=O)=O)CC1	-3
O=C1C=C(c2ccc3c(c2)oc2ccccc23)C[C@@H](c2ccc3c(c2)OCO3)C1	3
Cc1c(Cl)cccc1NC(=S)/C(=C(\[O-])c1ccc(Cl)s1)[n+]1ccccc1	-2
CCOC1(C)OCC(=O)[C@]2(CCC3C4CCC5=CC(=O)C=CC5(C)C4C(=O)CC32C)O1 (stereo partly specified)	-2
COC(=O)[C@]12CCCCC=C1N(Cc1ccccc1)C(=O)[C@H](CC(=O)N1CCOCC1)C2	-2
CC1CCC2(CC1)NC(=O)N(CC(=O)NC1(C#N)CCCCC1)C2=O (stereo unspecified)	1
NS(=O)(=O)c1ccc(NC(=O)CSc2nnc(-c3cccs3)o2)cc1	0
COc1ccccc1-c1nc(-c2ccc(Br)cc2)no1	-2
CCOC(=O)C1=C(C)N(C)C(=O)NC1c1cccc([N+](=O)[O-])c1 (stereo unspecified)	-1
Cc1cc(C)n(Cc2ccc(C(=O)NCCC3=CCCCC3)o2)n1	-4
S=C(Nc1ccccc1Cl)N(CCCN1CCOCC1)Cc1ccco1	-3
COC(=O)c1cccnc1NC(=S)NNC(=O)c1ccncc1	-3
O=C(O)c1ccc(N=NN2CCCC2)cc1	-1
O=C(O)c1cc(N/N=C/c2ccc(N3CCOCC3)cc2)ccc1Cl	-2
COCC(C)NC(=S)NCCc1ccc(Cl)cc1Cl (stereo unspecified)	-5
O=C1COc2ccc(C(=O)COC(=O)Cc3ccc(F)cc3)cc2N1	2
CCCSc1nc(N)nc2c1ncn2C1OC(CO)C(O)C1O (stereo unspecified)	2
Cc1occc1C(=O)Nc1cccc(S(=O)(=O)N2CCOCC2)c1	0
O=C(COC(=O)CNC(=O)c1ccccc1F)NCC(F)(F)F	-2

Cc1c(C(=O)NCCN2CCCC(O)C2)oc2c(F)cccc12 (stereo unspecified)
  TbREL1 inh: 9

CCN(CC(=O)Nc1ccc(OC)cc1)C(=O)CN1C(=O)NC(C)(c2ccc3ccccc3c2)C1=O (stereo unspecified)
  TbREL1 inh: 2

CCCCCn1nnnc1C1(C)CN(S(C)(=O)=O)CC(=O)N1Cc1ccco1 (stereo unspecified)
  TbREL1 inh: -2

O=C(Nc1ccc2c(c1)OCCO2)C1C(=O)Nc2ccccc2C(=O)N1C1CCCCC1 (stereo unspecified)
  TbREL1 inh: -1

Cc1ccsc1CN(C)CC(=O)NCC(=O)Nc1ccc(F)c(F)c1F
  TbREL1 inh: 2

COc1ccc(NC(=O)N(C)C[C@H]2Oc3ccc(NS(=O)(=O)c4ccc(F)cc4)cc3C(=O)N([C@H](C)CO)C[C@@H]2C)cc1
  TbREL1 inh: -1

Cc1ccccc1NC(=S)N(Cc1cccnc1)Cc1ccccc1Cl
  TbREL1 inh: 0

COc1ccc(/C=C(/C(=O)c2ccc(Cl)cc2Cl)n2cncn2)cc1
  TbREL1 inh: 4

O=C(NCC(c1ccco1)N1CCCCC1)C(c1ccccc1)c1ccccc1 (stereo unspecified)
  TbREL1 inh: -3

C[C@H]1[C@@H](OC(=O)N2CCN(c3ccccc3)CC2)CC[C@@]23CCCN2C(=O)CCC[C@@H]13
  TbREL1 inh: -4

Molecules shown so far containing a COOH group, in the order listed:
O=C(O)c1ccc(N=NN2CCCC2)cc1
  TbREL1 inh: -1

O=C(O)c1cc(N/N=C/c2ccc(N3CCOCC3)cc2)ccc1Cl
  TbREL1 inh: -2

A draw from above in order of count of non-hydrogen atoms, low to high.
Cc1ccccc1NC(=S)N(Cc1cccnc1)Cc1ccccc1Cl
  TbREL1 inh: 0

CCCCCn1nnnc1C1(C)CN(S(C)(=O)=O)CC(=O)N1Cc1ccco1 (stereo unspecified)
  TbREL1 inh: -2

O=C(NCC(c1ccco1)N1CCCCC1)C(c1ccccc1)c1ccccc1 (stereo unspecified)
  TbREL1 inh: -3

C[C@H]1[C@@H](OC(=O)N2CCN(c3ccccc3)CC2)CC[C@@]23CCCN2C(=O)CCC[C@@H]13
  TbREL1 inh: -4

O=C(Nc1ccc2c(c1)OCCO2)C1C(=O)Nc2ccccc2C(=O)N1C1CCCCC1 (stereo unspecified)
  TbREL1 inh: -1

CCN(CC(=O)Nc1ccc(OC)cc1)C(=O)CN1C(=O)NC(C)(c2ccc3ccccc3c2)C1=O (stereo unspecified)
  TbREL1 inh: 2

(next part)
CN(C(=O)COC(=O)CSc1ccc([N+](=O)[O-])cc1)c1ccccc1
  TbREL1 inh: -2

Cc1nn(-c2ccccc2)c(C)c1/C=N/NC(=O)c1cc(C23CC4CC(CC(C4)C2)C3)[nH]n1
  TbREL1 inh: 2

CC(=O)c1cc2c(cc1NC(=O)c1ccc(-n3nc(C)cc3C)cc1)OCO2
  TbREL1 inh: 11

S=C(NCc1ccccc1)N1CCN(Cc2ccc3c(c2)OCO3)CC1
  TbREL1 inh: -7

CCCCNCc1cc2ccccc2o1
  TbREL1 inh: 1

COc1ccccc1CNC(=O)c1ccc(OCC2CCCO2)cc1 (stereo unspecified)
  TbREL1 inh: -1

COC(=O)[C@]12C[C@H](CC(=O)NCC34CC5CC(CC(C5)C3)C4)C(=O)N(CCc3ccc(OC)c(OC)c3)C1=C[C@H](COCc1ccccc1)O[C@@H]2C
  TbREL1 inh: 0

CCCCN(C(=O)C1CC(=O)N(CCc2ccc(OC)c(OC)c2)C1)c1c(N)n(CCCC)c(=O)[nH]c1=O (stereo unspecified)
  TbREL1 inh: -5

Cc1cc(C)c(C)c(S(=O)(=O)N2CCC(C(=O)NCCCN3CCOCC3)CC2)c1C
  TbREL1 inh: -1

COc1cc(C2/C(=C(\O)c3cc(C)ccc3C)C(=O)C(=O)N2CCN(C)C)ccc1O (stereo unspecified)
  TbREL1 inh: 0

COC(=O)c1ccc(CSc2nc3sc4c(c3c(=O)n2C)CCCC4)o1
  TbREL1 inh: 1

COc1ccc(Cc2nnc(NC(=O)Nc3ccc(F)cc3)s2)cc1
  TbREL1 inh: -1

O=C(CNc1ccccc1)N/N=C/c1cn(-c2ccccc2)nc1-c1ccccc1
  TbREL1 inh: 1

COc1ccc(/C=N/NC(=O)c2cccc([N+](=O)[O-])c2)cc1OS(=O)(=O)c1ccc(C)cc1
  TbREL1 inh: 6

COc1cccc(Nc2cc(C)nc3nc(C)nn23)c1
  TbREL1 inh: 3

COC(=O)[C@]12CCCCC=C1N(Cc1ccc3c(c1)OCO3)C(=O)[C@H](CC(=O)NCC13CC4CC(CC(C4)C1)C3)C2
  TbREL1 inh: -5

C=CCNC(=O)C1CC1(c1ccccc1)c1ccccc1 (stereo unspecified)
  TbREL1 inh: 7

CCC(C)Sc1cccc(-c2nc3cc(C)ccn3c2NCc2ccccc2)c1 (stereo unspecified)
  TbREL1 inh: 0

CCOc1cc(/C=C2/NC(=O)N(CC(=O)Nc3cccc(C)c3)C2=O)ccc1O
  TbREL1 inh: -1

C/C(=N\NC(=O)C1CC1)c1ccc(OC(F)F)cc1OC(F)F
  TbREL1 inh: 2

An excerpt from above in order of their number in TbREL1 inh, falling.
COC(=O)c1ccc(CSc2nc3sc4c(c3c(=O)n2C)CCCC4)o1
  TbREL1 inh: 1

CCOC(=O)C1=C(C)N(C)C(=O)NC1c1cccc([N+](=O)[O-])c1 (stereo unspecified)
  TbREL1 inh: -1

CCOC(=O)N1CCN(C(=O)CN(c2ccc(OC)cc2)S(C)(=O)=O)CC1
  TbREL1 inh: -3

(further entries)
COc1ccc(C(=O)N/N=C(\C)c2ccccn2)cc1OC
  TbREL1 inh: 5

CCN(CC(=O)NCCC1=CCCCC1)S(=O)(=O)c1ccccc1
  TbREL1 inh: -6

COc1cccc(CN(C)C(=O)CC2C(=O)NCCN2C2Cc3ccccc3C2)c1 (stereo unspecified)
  TbREL1 inh: -1

COc1nc(OCCNC(C)=O)nc(N(C)C)n1
  TbREL1 inh: 7

O=C(CN1CCc2ccccc2C1)Nc1ccccc1C(=O)NC1CC1
  TbREL1 inh: 3

O=C(NCCCN1CCN(CCCNC(=O)c2ccc(F)cc2)CC1)c1ccc(F)cc1
  TbREL1 inh: 3

O=C(NNc1cc(N2CCCC2)nc(N2CCCC2)n1)c1ccc([N+](=O)[O-])cc1
  TbREL1 inh: -5

NS(=O)(=O)c1ccc(CCNC(=O)CN2CCCCC2)cc1
  TbREL1 inh: 1

C=CCn1c(SCc2nnc(-c3ccccc3)o2)nnc1C(O)c1ccccc1 (stereo unspecified)
  TbREL1 inh: 3

O=c1c(Cc2c(F)cccc2Cl)c(O)ccn1CCc1c[nH]c2ccccc12
  TbREL1 inh: 0

Cc1cnc(NC(=O)/C=C/c2ccc(Br)o2)s1
  TbREL1 inh: 0

C#CCOCCOCCOCCNc1nc(N2CCN(C(=O)[C@H](CCCCN)n3cc(CN)nn3)CC2)nc(N2CCN(C(=O)[C@H](CCCN=C(N)N)n3cc(C(N)[C@H](C)CC)nn3)CC2)n1 (stereo partly specified)
  TbREL1 inh: 2

O=C1N(Cc2cccnc2)C[C@@H]2C[C@@H](c3ccccc3C(F)(F)F)N3CCC[C@@]123
  TbREL1 inh: 6

N#Cc1cc(N2CCOCC2)nc2ccccc12
  TbREL1 inh: 3

O=[N+]([O-])c1cc(-c2csc(NCCc3nc4cc(C(F)(F)F)ccc4n3CCCO)n2)ccc1Cl
  TbREL1 inh: 19*

O=C(COC(=O)c1cc([N+](=O)[O-])ccc1N1CCOCC1)Nc1ncc(Cl)cc1Cl
  TbREL1 inh: -2

NCCCNC(=O)c1cc2ccccc2[nH]1
  TbREL1 inh: 0

O=C(Oc1cc(-c2ccccc2)no1)c1ccc(Cl)cc1
  TbREL1 inh: 3

Cc1cc(O)c(/C=N/Nc2ccc(F)cc2)c(=O)o1
  TbREL1 inh: 3

CN1CCCC1CCNc1ccc2c(=O)c3ccccc3oc2c1 (stereo unspecified)
  TbREL1 inh: 1

Laid out differently: 3 of the compounds above
TbREL1 inh	SMILES
0	Cc1ccccc1NC(=S)N(Cc1cccnc1)Cc1ccccc1Cl
1	CC1CCC2(CC1)NC(=O)N(CC(=O)NC1(C#N)CCCCC1)C2=O (stereo unspecified)
0	Cc1occc1C(=O)Nc1cccc(S(=O)(=O)N2CCOCC2)c1

Following part:
NS(=O)(=O)c1ccc(NC(=O)c2ccc(S(=O)(=O)N3CCCCCC3)cc2)cc1
  TbREL1 inh: 1

CCCCC[C@H](O)/C=C/C1C(=O)C=C[C@H]1C/C=C\CCCC(=O)OC (stereo partly specified)
  TbREL1 inh: -5

Cc1cccc(-n2c(SCC(=O)Nc3nnc(C)s3)nnc2-c2ccoc2C)c1
  TbREL1 inh: 4

CC(=O)c1c(C)[nH]c(C(=O)Nc2ccccc2C)c1C
  TbREL1 inh: -1

From PubChem BioAssay

Only part of the results is shown; count on the stated rates, not on these rows.
